GPR151 ag: activators of human GPR151, primary screen, cell-based, PathHunter beta-arrestin, luminescence. G-protein coupled receptor 151 (Homo sapiens), Q8TDV0. PathHunter beta-arrestin GPR151 cells. activation, % at 11.2 µM. actives 1% (n = 650,000). AID 1508602, 2020; in the data active means activation above about 4.9%;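 further: 0% = median of compound wells and 100% = cells with positive control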
Target sequence (Q8TDV0 whole entry, looked up): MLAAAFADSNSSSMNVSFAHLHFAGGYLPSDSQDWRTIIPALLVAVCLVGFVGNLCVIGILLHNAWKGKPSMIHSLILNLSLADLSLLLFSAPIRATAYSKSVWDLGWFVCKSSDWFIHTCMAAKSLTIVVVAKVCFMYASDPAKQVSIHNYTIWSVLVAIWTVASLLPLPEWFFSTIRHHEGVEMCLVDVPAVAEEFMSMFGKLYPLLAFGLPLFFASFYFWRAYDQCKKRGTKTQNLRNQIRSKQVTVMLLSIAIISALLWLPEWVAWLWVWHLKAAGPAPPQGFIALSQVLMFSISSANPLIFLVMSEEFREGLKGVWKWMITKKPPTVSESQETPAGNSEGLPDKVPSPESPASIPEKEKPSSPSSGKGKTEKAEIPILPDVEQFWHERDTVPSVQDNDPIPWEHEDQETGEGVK
MITF inh: MITF inhibitors, primary screen, biochemical, AlphaScreen, human. inhibition, % at 2.6 µM. actives 0.91% (n = 650,000). Microphthalmia-associated transcription factor (Homo sapiens), O75030. AlphaScreen MITF homodimerization, bead proximity signal. AID 1259374, 2018; in the data active means inhibition above about 50%;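 further: 0% = vehicle wells with protein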
Target sequence (O75030 whole entry, looked up): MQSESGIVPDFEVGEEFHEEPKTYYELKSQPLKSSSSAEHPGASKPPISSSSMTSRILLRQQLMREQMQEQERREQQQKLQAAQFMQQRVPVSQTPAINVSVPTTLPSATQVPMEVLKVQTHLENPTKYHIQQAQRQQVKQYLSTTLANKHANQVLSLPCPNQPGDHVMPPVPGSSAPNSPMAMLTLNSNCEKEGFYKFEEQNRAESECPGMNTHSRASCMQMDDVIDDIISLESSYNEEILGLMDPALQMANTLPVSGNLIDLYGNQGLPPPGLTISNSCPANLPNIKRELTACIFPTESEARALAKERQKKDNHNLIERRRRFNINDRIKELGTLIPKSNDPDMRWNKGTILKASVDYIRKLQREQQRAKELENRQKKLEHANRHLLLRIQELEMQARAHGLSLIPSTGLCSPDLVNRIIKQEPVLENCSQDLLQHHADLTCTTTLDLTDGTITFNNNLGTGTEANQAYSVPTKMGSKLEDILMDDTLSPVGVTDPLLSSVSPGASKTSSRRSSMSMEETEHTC
TEAD-YAP inh: TEAD-YAP interaction inhibition, primary screen, TEAD-YAP interaction inhibitor project, luminescence, HEK-TIYL cells | inhibition, % at 9.12 µM | TEAD-Gal4/YAP UAS-luciferase luminescence | actives 1.4% (n = 640,000); in the data active means inhibition above about 32%;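 further: 0% = median of test compound wells and 100% = reference inhibitor wells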
FBW7 activator: FBW7 E3 ligase activators, primary screen, biochemical, AlphaScreen, human. AlphaScreen FBW7–phospho-cyclin E peptide binding, activator screen. normalized activity (activation), % at 26.1 µM. actives 0.13% (n = 650,000). AID 1259310, 2017; in the data active means normalized activity above about 1.9%;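 further: purified mutant Fbw7 with reduced substrate affinity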
Active calls of the source: *; . = not tested or not shown.

SMILES	GPR151 ag	MITF inh	TEAD-YAP inh	FBW7 activator
CCc1ccc(NC(=O)c2cc(-c3ccco3)on2)cc1	-1.0	-1	-62	0.0
O=C(CSc1nc2ccc([N+](=O)[O-])cc2s1)N1CCOCC1	1.7	10	6	0.0
CN(C)c1ccc(C=Nc2nonc2-c2ccccc2)cc1	0.1	-3	14	0.1
COc1ccc(S(=O)(=O)N2CCSC2c2ccc([N+](=O)[O-])cc2)cc1 (stereo unspecified)	0.4	-2	1	-0.1
CC(=O)Nc1ccc(-c2cnc3ccc4ccncc4c3c2)cc1	1.0	13	-44	0.2
O=C(Cc1ccc(F)cc1)N1CC[C@@H](c2ccccc2)[C@H](O)C1	-1.1	17	6	0.7
O=C(NCc1ccc2c(c1)OCO2)c1cc(S(=O)(=O)N2CCCCC2)ccc1F	1.1	0	3	0.1
O=S(=O)(c1ccc2c(c1)OCCCO2)N1CCCC1	-0.1	15	-7	0.0
CC(C)CCN1C(=O)CCC1CCNCc1cc2c(cc1Cl)OCO2 (stereo unspecified)	-0.4	-9	-5	0.0
Cc1ccccc1CSCC1Nc2ccc(C(=O)N3CCN(c4cccc(C)c4C)CC3)cc2NC1=O (stereo unspecified)	1.2	0	1	0.0
NC(=O)C1CCN(CC(=O)Nc2nc(-c3ccccc3)cs2)CC1	-0.7	1	0	0.0
C/C(CC(=O)NCc1ccco1)=N\NC(=O)c1ccncc1	0.1	-6	0	0.3
Cc1c(CN(C)c2nc3nonc3nc2N(C)C)[nH]c2ccccc12	3.9	6	1	0.0
CC(C)(C)c1nn2c(SCC(=O)Nc3cccc(F)c3)nnc2[nH]c1=O	-0.1	-7	-7	0.3
O=C(Nc1ccc(N2CCOCC2)cc1)C1CCCN(c2ccc(-n3ccnc3)nn2)C1 (stereo unspecified)	-0.3	14	0	0.4
Cc1nc2sc(C(c3ccc(F)c(F)c3)N3CCCC3)c(O)n2n1 (stereo unspecified)	1.4	-15	2	0.1
CN(C)S(=O)(=O)c1cccc(NC(=S)N/N=C/C=C/c2ccccc2[N+](=O)[O-])c1	0.3	7	-6	-0.2
COc1ccc(Br)c(/C=N/NS(=O)(=O)c2ccc(Cl)cc2)c1	0.1	13	27	0.0
CN(c1nc(-c2ccccc2)cs1)C1CCS(=O)(=O)C1 (stereo unspecified)	0.2	4	-3	0.1
Cc1ccc(C2=NC(c3ccc(Cl)c([N+](=O)[O-])c3)NC(c3cc(Br)ccc3O)C2)cc1 (stereo unspecified)	-0.3	0	7	-0.2
CC(C)CC(=O)NC(NC(=S)N1CCOCC1)C(Cl)(Cl)Cl (stereo unspecified)	1.3	-4	-5	-0.1
CCOC(=O)c1c2c(n(C)c1C)C=C(Br)C(=O)C2=O	0.3	6	-2	-0.1
O=C1CN(C(=O)COC(=O)Cn2c(C(F)(F)F)nc3ccccc32)c2ccccc2N1	0.7	6	14	0.1
CCOc1cc(C2C(C(=O)OCCOc3ccccc3)=C(C)NC3=C2C(=O)CCC3)ccc1O (stereo unspecified)	3.0	13	-5	1.3
COc1ccc(-c2nnc(NC(=O)c3cc(Cl)sc3Cl)o2)cc1	0.1	-13	-1	0.1
Cc1nc(NCCNC(=O)Nc2ccc(F)cc2F)cc(N2CCOCC2)n1	-1.6	-8	-11	0.0
COC(=O)c1ccccc1-c1ccc(/C=C2\C(=O)NC(=O)C(C#N)=C2C)o1	-1.1	-1	-8	-0.3
CC1=C(C(=O)OCc2ccccc2)C(c2cccc(Cl)c2)NC(=O)N1 (stereo unspecified)	5.0*	-10	-22	-0.1
COC(=O)C1=C(C)NC(=O)NC1c1cccc(OC)c1OC (stereo unspecified)	0.4	-5	5	0.0
CC(C)C(NC(=O)/C(=C/c1ccco1)NC(=O)c1ccc(Br)o1)C(=O)O (stereo unspecified)	0.5	9	1	-0.4

Quoted from the entries so far (18 entries):
SMILES	GPR151 ag	MITF inh	TEAD-YAP inh	FBW7 activator
C/C(CC(=O)NCc1ccco1)=N\NC(=O)c1ccncc1	0.1	-6	0	0.3
Cc1c(CN(C)c2nc3nonc3nc2N(C)C)[nH]c2ccccc12	3.9	6	1	0.0
CC(C)(C)c1nn2c(SCC(=O)Nc3cccc(F)c3)nnc2[nH]c1=O	-0.1	-7	-7	0.3
O=C(Nc1ccc(N2CCOCC2)cc1)C1CCCN(c2ccc(-n3ccnc3)nn2)C1 (stereo unspecified)	-0.3	14	0	0.4
Cc1nc2sc(C(c3ccc(F)c(F)c3)N3CCCC3)c(O)n2n1 (stereo unspecified)	1.4	-15	2	0.1
CN(C)S(=O)(=O)c1cccc(NC(=S)N/N=C/C=C/c2ccccc2[N+](=O)[O-])c1	0.3	7	-6	-0.2
COc1ccc(Br)c(/C=N/NS(=O)(=O)c2ccc(Cl)cc2)c1	0.1	13	27	0.0
CN(c1nc(-c2ccccc2)cs1)C1CCS(=O)(=O)C1 (stereo unspecified)	0.2	4	-3	0.1
Cc1ccc(C2=NC(c3ccc(Cl)c([N+](=O)[O-])c3)NC(c3cc(Br)ccc3O)C2)cc1 (stereo unspecified)	-0.3	0	7	-0.2
CC(C)CC(=O)NC(NC(=S)N1CCOCC1)C(Cl)(Cl)Cl (stereo unspecified)	1.3	-4	-5	-0.1
CCOC(=O)c1c2c(n(C)c1C)C=C(Br)C(=O)C2=O	0.3	6	-2	-0.1
O=C1CN(C(=O)COC(=O)Cn2c(C(F)(F)F)nc3ccccc32)c2ccccc2N1	0.7	6	14	0.1
CCOc1cc(C2C(C(=O)OCCOc3ccccc3)=C(C)NC3=C2C(=O)CCC3)ccc1O (stereo unspecified)	3.0	13	-5	1.3
COc1ccc(-c2nnc(NC(=O)c3cc(Cl)sc3Cl)o2)cc1	0.1	-13	-1	0.1
Cc1nc(NCCNC(=O)Nc2ccc(F)cc2F)cc(N2CCOCC2)n1	-1.6	-8	-11	0.0
COC(=O)c1ccccc1-c1ccc(/C=C2\C(=O)NC(=O)C(C#N)=C2C)o1	-1.1	-1	-8	-0.3
CC1=C(C(=O)OCc2ccccc2)C(c2cccc(Cl)c2)NC(=O)N1 (stereo unspecified)	5.0*	-10	-22	-0.1
COC(=O)C1=C(C)NC(=O)NC1c1cccc(OC)c1OC (stereo unspecified)	0.4	-5	5	0.0

Next compounds follow:
SMILES	GPR151 ag	MITF inh	TEAD-YAP inh	FBW7 activator
Clc1ccc(C(Sc2ncn[nH]2)c2ccccc2)cc1 (stereo unspecified)	0.4	-1	-1	-0.1
COc1ccc(NS(=O)(=O)c2ccc3[nH]c(=O)cc(C(=O)O)c3c2)cc1	1.1	10	5	-0.1
COc1cc(/C=C2\SC(NC(C)=O)=NC2=O)cc(OC)c1OC(C)=O	1.0	13	-8	0.4
FC(F)(F)c1ccc(Nc2cc(Nc3ccc(N4CCOCC4)cc3)ncn2)cc1	-1.1	-12	-11	-0.1
CC(=O)OC(C)(C)C(=O)/C=C/c1ccccc1	-0.3	2	15	0.2
CC1CCCCN1C(=O)COC(=O)c1ccc(Br)o1 (stereo unspecified)	-1.1	5	7	0.2
Cc1ccc(C(=O)Nc2c3c(nn2-c2ccccc2)CSC3)cc1	2.2	9	12	0.2
Cc1ccc(C(=O)NNC(=O)CNC(=O)C2CCCCC2)cc1I	-1.8	16	4	0.2
COc1cc(NC(=O)CCc2c(C)nc3nc(C)nn3c2C)cc(OC)c1OC	-0.3	12	-2	-0.1
O=C(Nc1cccc(Br)c1)c1ccc(CO)cc1	-2.1	8	-19	0.1
N#CC1=C(SCC(=O)NCc2ccccc2)NC(=O)CC1c1cccc([N+](=O)[O-])c1 (stereo unspecified)	-1.5	-2	-1	0.1
O=C(CN1CCCCC1)Nc1ccc(Cl)cc1Cl	0.3	6	-9	0.1
Cn1nnnc1SCC(=O)Nc1ccc2nc(SCc3ccccc3Cl)sc2c1	-0.7	-3	-5	-0.1
N#CC1=C(N)Oc2c(oc(CO)cc2=O)C1c1cccc(C(F)(F)F)c1 (stereo unspecified)	-0.4	11	2	-0.1
Cc1ccc(C2=N/C(=C\c3cccc(Cl)c3Cl)C(=O)O2)cc1	1.9	-6	-6	-0.1
C=CCC1(CC=C)CCCN1C(=O)CC1C(=O)NCCN1Cc1ccc(C)o1 (stereo unspecified)	-1.1	14	6	0.4
CC1(C)CC(O)CC(C)(C)N1CC(O)COC1CCCC1 (stereo unspecified)	0.1	6	-5	0.2
O=C(Nc1cccc(Cl)c1)c1ccc(F)c(S(=O)(=O)NCc2cccs2)c1	1.2	5	13	-0.1
CCCCN(CCCC)c1ncnc2c1sc1nc(N3CCOCC3)c3c(c12)CCCC3	0.8	-3	7	0.2
Cc1cc(=O)oc2cc(OCc3ccc(S(=O)(=O)N4CCOCC4)cc3)ccc12	1.7	17	13	0.9
CC(=O)N(C)C1(C(=O)NC2CCCCC2)CCCCC1	0.3	-2	9	0.0
Cc1ccc(N2C(=O)C=CC2=O)c(Br)c1	-1.7	10	7	0.0
Nc1c(C(=O)Nc2ccccc2)nnn1-c1cccc(C(F)(F)F)c1	-1.3	12	-19	0.0
Cc1cc(Nc2ccc(C(=O)n3ccnc3)cc2)n2ncnc2n1	0.1	4	-4	-0.1
COc1ccc(C2(O)CCN(CC(=O)N3C(C)CCCC3C)CC2)cc1 (stereo unspecified)	-0.9	12	12	0.8
COc1ccc(-n2ccn(CC(=O)Nc3ccc4c(c3)OCO4)c2=O)cc1	-0.2	14	3	0.2
COc1ccc(C)cc1NS(=O)(=O)c1cccc(C(=O)O)c1	-0.3	19	-2	1.9*
CCCS(=O)(=O)c1ncc(Cl)c(C(=O)NCc2ccccc2)n1	-0.9	1	-9	0.2
O=C(Nc1ccc(CN2CCOCC2)cc1)c1cnn(-c2ccccc2)c1-n1cccc1	0.2	12	4	0.0
CCOC(=O)c1sc2nc(CC(=O)OC)nc(Nc3ccc(F)c(Cl)c3)c2c1C	0.1	1	-7	0.0
COc1ccc(CN2CCc3nnc(C(NS(C)(=O)=O)C(C)C)n3CC2)c(OC)c1 (stereo unspecified)	1.6	0	-2	-0.1
COc1ccc(/C=C2\SC(=S)N(CCS(=O)(=O)O)C2=O)cc1O	-8.2	12	14	-0.2
Cc1cc(C=O)c(C)n1-c1ccc(S(N)(=O)=O)cc1	1.4	12	-8	0.4
CCOc1ccc(C(=S)N2CCCCC2)cc1OC	-0.2	14	4	-0.1
CCCC1CCC(c2ccc(C(=O)Nc3nc4ccc(C)cc4s3)cc2)CC1 (stereo unspecified)	-1.1	9	3	0.0
COc1ccc(C2=N/C(=C\c3ccccc3)C(=O)O2)cc1[N+](=O)[O-]	0.0	10	6	0.0
CC(C)CN1C(=O)CCc2cc(NC(=O)c3cccc(F)c3)ccc21	0.3	6	-46	-0.1
O=C(NCc1ccco1)c1ccc2c(=O)n(C3CCCCC3)c(SCc3ccccc3F)nc2c1	0.4	-3	3	0.1
CCCCC/C=C\C[C@@H]1[C@H](/C=C/C(O)CCCC(=O)O)[C@@H](O)C[C@H]1O (stereo partly specified)	2.1	-5	.	.
Cc1cc(C)n(CCNC(=O)c2ccc(CN3CCC(C)CC3)[nH]c2=O)n1	0.8	1	-1	0.0
Cc1ccccc1Cn1ccn(CCc2ccccc2)c(=O)c1=O	-0.3	-3	6	0.1
CCC(=O)C1CCCN(C(=O)CCC2(Cc3ccc(OC)c(OC)c3)CCC(=O)N2)C1 (stereo unspecified)	-0.1	-12	-8	-0.1
O=C(Nc1cccc(NC(=S)NC(=O)c2cc3ccccc3o2)c1)c1ccco1	0.4	-4	-18	0.2
COc1ccc(OC)c(-c2cc(C#N)on2)c1	-0.1	-2	-1	-0.2
CC1CCCN(S(=O)(=O)c2cccc3c(S(=O)(=O)N4CCCC(C)C4C)cccc23)C1C (stereo unspecified)	-0.2	-5	-1	-0.1
COc1ccc(C2SCCN2S(=O)(=O)c2cccc(C)c2)cc1Br (stereo unspecified)	-1.5	-1	-4	-0.1
Nc1nnc(-c2n[nH]c(=O)c3ccccc23)s1	-0.3	18	1	-0.1
O=C(CCC(=O)c1ccc(Cl)s1)OCc1nnc(-c2ccc(F)cc2)o1	0.3	-1	-1	-0.1
Cc1cc(Br)ccc1N1C(=O)c2cccnc2C1=O	-0.7	21	5	-0.3
N#CCCCSC1=C(C#N)C(c2ccccc2Cl)CC(=O)N1 (stereo unspecified)	1.7	15	-9	0.1
The listing continues.
SMILES	GPR151 ag	MITF inh	TEAD-YAP inh	FBW7 activator
COc1ccccc1NC(=O)C(Cc1ccc([N+](=O)[O-])cc1)N1C(=O)c2ccccc2C1=O (stereo unspecified)	-1.5	3	1	-0.1
CCOCCCNC(=O)c1ccc2c(=O)n(Cc3ccc(Cl)cc3)c(=S)[nH]c2c1	0.0	16	-4	0.4
CCOC(=O)/C(=C1\Nc2ccccc2N(c2ccccc2)C1=O)c1nc(=S)[nH][nH]c1=O	1.3	0	-1	0.0
CC(C)CC(=O)Nc1ccc(N2CCOCC2)c2nonc12	1.1	0	-2	-0.2
Cc1sc2nc(CSc3nnc(-c4ccncc4)n3C)[nH]c(=O)c2c1C	-0.5	3	2	0.1
COCCn1c(=NC(=O)c2ccco2)sc2cc(OC)c(OC)cc21	-1.9	4	-52	0.1
C=CCNC(=O)C(=O)NCc1ccco1	0.0	8	0	0.0
O=c1c(-c2ccc(Br)cc2)coc2cc(OCCN3CCN(CCO)CC3)ccc12	0.7	-9	-10	-0.2
FC(F)(F)C1(C(F)(F)F)N=C2C=CC=CN2C(c2ccccc2)=N1	-0.4	-7	-7	-0.2
COc1ccc(Br)cc1/C=C1\N=C(c2ccccc2Cl)OC1=O	0.8	4	-2	0.1

Bioassay records deposited in PubChem BioAssay by The Scripps Research Institute Molecular Screening Center.
